Screening data from PubChem.
VHR inh abs: blocks human VHR1 dual specificity phosphatase; P51452; actives 0.52% (n = 290,000); inhibition, % at 13.3 µM; AID 1654; recombinant VHR phosphatase, pNPP absorbance; in the data active means inhibition above about 50%; further: some compounds called inactive have numbers as strong as hits
SARS 3CLpro inh: SARS-CoV 3CLpro protease inhibition. P0C6X7. recombinant SARS-CoV 3CLpro, quenched FRET peptide cleavage. inhibition, % at 6 µM. actives 0.14% (n = 290,000). AID 1706; in the data active means inhibition above about 12%
Anthrax LF prot: blocks Bacillus anthracis lethal factor protease; P15917; multiplex microsphere protease cleavage assay, LF; inhibition, % at 10 µM; actives 0.12% (n = 360,000); AID 588501; further: plate controls were buffer without enzyme for full effect and enzyme alone for no effect
Target sequence (P15917 whole entry, looked up): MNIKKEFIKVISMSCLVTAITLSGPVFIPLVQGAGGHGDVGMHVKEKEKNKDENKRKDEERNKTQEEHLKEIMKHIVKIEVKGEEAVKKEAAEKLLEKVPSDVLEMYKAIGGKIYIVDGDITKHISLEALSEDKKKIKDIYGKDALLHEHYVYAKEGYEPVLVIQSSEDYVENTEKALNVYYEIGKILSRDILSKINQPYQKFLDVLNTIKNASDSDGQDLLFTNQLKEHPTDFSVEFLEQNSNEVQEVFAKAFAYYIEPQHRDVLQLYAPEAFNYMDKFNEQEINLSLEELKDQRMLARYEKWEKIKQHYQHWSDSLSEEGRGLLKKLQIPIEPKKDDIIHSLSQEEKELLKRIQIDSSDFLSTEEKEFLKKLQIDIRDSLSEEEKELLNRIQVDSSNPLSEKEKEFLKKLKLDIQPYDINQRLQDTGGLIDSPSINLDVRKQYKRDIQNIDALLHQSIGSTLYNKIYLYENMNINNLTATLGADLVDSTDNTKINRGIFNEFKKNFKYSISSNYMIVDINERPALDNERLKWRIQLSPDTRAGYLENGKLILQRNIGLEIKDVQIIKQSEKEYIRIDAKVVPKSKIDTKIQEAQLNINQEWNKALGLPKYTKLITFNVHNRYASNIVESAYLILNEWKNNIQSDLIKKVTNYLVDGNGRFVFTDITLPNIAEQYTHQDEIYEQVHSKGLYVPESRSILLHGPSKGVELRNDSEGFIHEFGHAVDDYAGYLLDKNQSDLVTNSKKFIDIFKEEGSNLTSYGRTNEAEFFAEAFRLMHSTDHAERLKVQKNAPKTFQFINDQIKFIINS
PrPC surface inh: cell surface PrPC inhibition, primary TR-FRET screen; inhibition, % at 13.8 µM; actives 0.43% (n = 370,000); P04156; TR-FRET read-out; in the data active means inhibition above about 24%; further: 0% = median of the test wells and 100% = reference compound wells
MazF activator: activators of E. coli MazEF toxin-antitoxin RNase; actives 0.32% (n = 350,000); AID 504720; FAM/BHQ RNA-DNA oligo cleavage fluorescence, 5 h; activation, % at 20 µM; in the data active means activation above about 50%
Target sequence (P0AE70 whole entry, looked up): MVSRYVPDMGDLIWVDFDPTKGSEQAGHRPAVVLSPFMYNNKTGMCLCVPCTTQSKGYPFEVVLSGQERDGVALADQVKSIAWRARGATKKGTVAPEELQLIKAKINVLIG
CCHF vOTU inh: blocks the CCHF virus ovarian tumor domain protease; inhibition, % at 11.5 µM; AID 651958; actives 0.55% (n = 370,000); CCHFV vOTU protease, Pep-AMC fluorescence; in the data active means inhibition above about 30%; further: 0% = vehicle wells with enzyme and 100% = no enzyme wells
BoNT A protease: BoNT A light chain protease inhibition. multiplex microsphere protease substrate cleavage, flow cytometry. inhibition, % at 10 µM. actives 0.17% (n = 360,000). AID 588499; further: plate controls were buffer without enzyme for full effect and enzyme alone for no effect
Rv3671c protease: inhibits the M. tuberculosis serine protease Rv3671c. inhibition, % at 5.96 µM. AID 2606. P9WHR9. actives 0.048% (n = 320,000); in the data active means inhibition above about 38%;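 further: extracellular domain of Rv3671c used as enzyme; 0% = enzyme with DMSO and 100% = no enzyme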
BoNT-F LC inh: BoNT F light chain protease inhibition; AID 588497; actives 0.22% (n = 360,000); Multiplex microsphere protease cleavage assay, flow cytometry; inhibition, % at 10 µM; in the data active means inhibition above about 35%, passing the limit was not always enough; inconclusive means no clear call, values can overlap the other calls; further: plate controls were buffer without enzyme for full effect and enzyme alone for no effect
SSB-PriA inh: inhibitors of Klebsiella pneumoniae PriA binding to SSB C-terminal tail; AlphaScreen SSBct-PriA binding, biotinylated peptide; actives 0.6% (n = 430,000); inhibition, % at 33 µM; in the data active means inhibition mostly above about 37%, no sharp cut-off; inactive means mostly below about 20%;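 further: plate controls were negative control peptide for no effect and reference peptide for full effect; strong numbers were not always called active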
* hit, by the source's call; ? = inconclusive; · = no result given; & = joins results of further samples. Unless noted, no stated cut-off is given here; in the data, active means inhibition above about 30%; inconclusive means no clear call, values can overlap the other calls; inactive means below that. Some of the compounds tested; count on the stated rates, not on these rows.

Screens in order – VHR inh abs | SARS 3CLpro inh | Anthrax LF prot | PrPC surface inh | MazF activator | CCHF vOTU inh | BoNT A protease | Rv3671c protease | BoNT-F LC inh | SSB-PriA inh
CC1Cc2ccccc2N1C(=O)CSc1nccc(=O)[nH]1 (centres undefined)
 : 3 | 5 | -1 | 1 | 1 | 1 | 0.1 | -2 | 1 | 3
CCOc1ccc2ccccc2c1CNCCc1ccc(S(N)(=O)=O)cc1
 : 7 | -2 | 8 | -12 | 12 | -11 | -0.3 | · | ? | 6
Cc1cc(C)c(C(=O)NC2CC(C)(C)Cc3c2cnn3-c2ccccc2)o1 (centres undefined)
 : -1 | 2 | -3 | 0 | 9 | 11 | -0.1 | -5 | 1 | -1
Cc1cc(NC(=O)c2sccc2C)n(-c2nc3ccccc3[nH]2)n1
 : 17 | 5 | -6 | 3 | -11 | -4 | 0.8 | -45 | -10 | -13
Cc1ccc(-c2csc(N3CCN(c4cc5c(cc4Cl)nc(-c4ccncc4)n5CCN4CCCCC4)CC3)n2)cc1
 : 17 | 1 | -24 | -1 | -19 | 6 | 0.4 | 4 | -55 | -7
COc1ccc(CC(NC(C)=O)C(=O)NC2CCN(C(=O)NCc3ccccc3)CC2)cc1 (centres undefined)
 : -7 | -5 | -3 | · | -4 | · | -0.3 | 1 | 1 | -14
COc1ccc2nc(NCc3ccccc3)[nH]c2c1
 : -1 | -2 | -6 | 4 | 13 | -1 | 5.0 | -5 | 3 | 11
CCc1ccc(S(=O)(=O)Nc2c(NC3CCCCC3)c3ccccc3oc2=O)cc1
 : 57* | 1 | -2 | · | -1 | · | -1.3 | -13 | 1 | 0
COc1ccc(CCNC(=O)CNC(=O)N2CC(=O)Nc3ccccc32)cc1OC
 : · | · | -3 | 4 | 7 | 2 | -0.3 | · | -4 | ·
CCC(=O)Nc1nnc(CCc2ccccc2)s1
 : -16 | 1 | -4 | 4 | 3 | 23 | -0.1 | 3 | -5 | -2
CC12CCC(=O)N1C(C(=O)NCc1ccccc1F)CS2 (centres undefined)
 : · | · | 6 | -5 | 0 | -2 | 1.5 | -3 | 8 | -4
CCC(=O)N1Cc2cc(C(=O)NCc3cccc(F)c3)nc(-c3cccc(C4=CCCC4)c3)c2[C@H]1CCO
 : · | · | -8 | -1 | · | 9 | -0.7 | · | -4 | ·
CSc1nc(Oc2ccccc2)c2sccc2n1
 : -13 | 7 | -1 | -4 | 4 | 6 | -0.5 | 1 | -3 | -18
CC1=NN(C(N)=S)C(=O)C1N=Nc1c(Cl)cc([N+](=O)[O-])cc1Cl (centres undefined)
 : 8 | 2 | -12 | -8 | -1 | 9 | -6.2 | 9 | -17 | 35
CC(=O)Nc1ccc(S(=O)(=O)NCCC(=O)OCc2ccc([N+](=O)[O-])cc2)cc1
 : 5 | 0 | 1 | -4 | 0 | -9 | 0.9 | 4 | 1 | -3
CCOC(=O)CNC(=O)CSc1ncccc1-c1nc2ccccc2[nH]1
 : 35 | -2 | -4 | 0 | 7 | -17 | -3.3 | 3 | ? | -10&-3
CC(Sc1nnc(COc2ccc(Cl)cc2)o1)C(=O)Nc1ccc(N2CCOCC2)cc1 (centres undefined)
 : · | · | -1 | 1 | 0 | -7 | 6.7 | · | 6 | 9
OCCOCCNc1ncnc2c1cnn2-c1ccccc1
 : 29 | -7 | -1 | -1 | 2 | -2 | 0.0 | 8 | 11 | -1
O=C(CSc1nnc(CNc2ccc(F)cc2)o1)N1c2ccccc2Sc2ccccc21
 : 16 | 11 | -3 | 6 | -12 | 10 | 1.9 | 2 | 0 | 18
Cc1cccc(C(=O)Nc2ccc3c(c2)ncn3C)c1
 : -9 | 10 | 3 | 7 | 1 | 10 | -0.2 | -1 | 1 | -6

At a glance, some entries already given.
Screens in order – VHR inh abs | SARS 3CLpro inh | Anthrax LF prot | PrPC surface inh | MazF activator | CCHF vOTU inh | BoNT A protease | Rv3671c protease | BoNT-F LC inh | SSB-PriA inh
CCc1ccc(S(=O)(=O)Nc2c(NC3CCCCC3)c3ccccc3oc2=O)cc1
 : 57* | 1 | -2 | · | -1 | · | -1.3 | -13 | 1 | 0
COc1ccc(CCNC(=O)CNC(=O)N2CC(=O)Nc3ccccc32)cc1OC
 : · | · | -3 | 4 | 7 | 2 | -0.3 | · | -4 | ·
CCC(=O)Nc1nnc(CCc2ccccc2)s1
 : -16 | 1 | -4 | 4 | 3 | 23 | -0.1 | 3 | -5 | -2

Next compounds.
Screens in order – VHR inh abs | SARS 3CLpro inh | Anthrax LF prot | PrPC surface inh | MazF activator | CCHF vOTU inh | BoNT A protease | Rv3671c protease | BoNT-F LC inh | SSB-PriA inh
O=C(Nc1ccccc1F)c1ccc2c(c1)OCO2
 : 2 | -2 | -12 | 4 | -1 | -6 | 0.6 | -7 | ? | -11
CC(OC(=O)c1ccc(S(=O)(=O)N(C)C)cc1)C(=O)Nc1ccc(Cl)cn1 (centres undefined)
 : 14 | -5 | -2 | 8 | 4 | -3 | -0.2 | -4 | -7 | -15
C=CCN1C(=O)C(CC(=O)Nc2ccccc2)SC1=Nc1c(C)n(C)n(-c2ccccc2)c1=O (centres undefined)
 : 5 | 2 | -4 | -7 | -6 | 9 | -0.1 | -4 | 14 | -14
CCN(CC)C(=O)c1csc(COCCO)n1
 : · | · | -4 | 5 | · | 9 | -0.1 | · | -1 | ·
O=c1[nH]cc(F)c(=O)[nH]1
 : -3 | -2 | -13 | 1 | 6 | 0 | -1.3 | -1 | -11 | 0
CCCn1c(=O)c2ccccc2n2c(SCc3c(C(=O)OCC)oc4ccccc34)nnc12
 : 41 | -9 | 0 | 0 | 13 | -11 | 0.7 | -1 | -1 | -19
CC1(C)Cc2c(sc3nc(SCC(=O)NCc4ccccc4)n(-c4ccccc4)c(=O)c23)CS1
 : 23 | 1 | 0 | 2 | -3 | 2 | 0.7 | -3 | 6 | -19
Cc1ccc2oc(=O)n(Cc3ccc(OC(C)C)cc3)c2c1
 : 13 | -2 | -4 | 5 | -3 | 5 | -0.2 | 6 | 18 | -12
O=C(O)c1ccccc1C(=O)OC1CCCC2CCCC21 (centres undefined)
 : · | · | 0 | 1 | 10 | -12 | -0.1 | · | -5 | -3
COc1ccc(C(=O)/C=C/c2ccccc2)c(O)c1
 : 17 | 1 | -9 | -1 | -7 | -1 | -0.3 | -19 | -8 | 0
COc1ccc(OC)c(S(=O)(=O)N/N=C\c2ccc3c(c2)OCO3)c1
 : 10 | -4 | 4 | -3 | 3 | 1 | 1.3 | -5 | 11 | ·
CCOCCn1c(C)c(C(=O)OCC)c2cc(O)c3ccccc3c21
 : · | · | -6 | 11 | 1 | 5 | -0.8 | 6 | -6 | 7
O=C(CCCOc1ccccc1)Nc1cccc([N+](=O)[O-])c1
 : 24 | 5 | -3 | -3 | 7 | -2 | -1.0 | -14 | -4 | 2
CCOC(=O)/C(C#N)=C\N(C)C
 : 57* | 4 | · | -1 | 0 | 6 | · | -3 | · | -18
Cc1ccc(NC(=O)C2CCN(S(C)(=O)=O)CC2)cc1Cl
 : 6 | -4 | -1 | -7 | -1 | -14 | -0.5 | 1 | 15 | -7
CSCCC(N=Cc1c(O)n(-c2ccc(Br)cc2)c(=O)[nH]c1=O)C(=O)OC(C)(C)C (centres undefined)
 : 11 | 3 | 1 | 4 | 2 | 7 | ? | 2 | 4 | -2
O=C(CC1(O)C(=O)c2ccccc2C1=O)c1ccccc1
 : 32 | -4 | 0 | 2 | 10 | 2 | -0.1 | -3 | 0 | -12
C[C@@H]1CN([C@@H](C)CO)C(=O)c2cc(NS(C)(=O)=O)ccc2O[C@@H](C)CCCCO[C@H]1CN(C)Cc1ccc2c(c1)OCO2
 : · | · | 1 | 1 | -3 | 6 | -0.3 | · | -4 | ·
COc1cc2c(cc1OC)C(C)N(C(=O)c1c(-c3ccccc3)noc1C)CC2 (centres undefined)
 : 23 | -1 | -10 | 10 | 6 | -9 | 1.0 | 8 | ? | -4
CC(=O)N(Cc1ccccc1)Cc1nc2sc(C)c(C)c2c(=O)[nH]1
 : 7 | -1 | -6 | 7 | 7 | 5 | -0.9 | -2 | -3 | -7
COc1cc2[nH]c(=O)n(C3CCCCC3)c(=O)c2cc1OC
 : 6 | 1 | -8 | 1 | 2 | 10 | -0.7 | 10 | 0 | -13
Cn1c(=O)c2c(nc(CN3CCOCC3)n2CCCc2ccccc2)n(C)c1=O
 : 1 | 3 | -1 | -1 | -3 | -5 | 0.8 | -2 | -1 | -7
CC1=C/C(=N\OS(=O)(=O)c2ccccc2)C=CC1=O
 : 4 | 3 | -3 | · | 6 | · | 1.2 | 3 | -27 | ·
Cc1nn2c3c(cnc2c1-c1ccccc1)C(=O)CC(c1ccccc1)C3 (centres undefined)
 : 13 | -1 | -4 | -12 | -8 | -5 | 0.2 | 8 | -8 | -9
COCCN1CCN(C(=O)C2CCC(=O)N(CCc3ccccc3)C2)CC1 (centres undefined)
 : 14 | -2 | -2 | 1 | -3 | 3 | 0.4 | 1 | -3 | -4
O=C1C2C3C=CC(C3)C2C(=O)N1Cc1cccnc1 (centres undefined)
 : 26 | -1 | -2 | -3 | -3 | 7 | 0.2 | -2 | -10 | -3
O=C(O)c1cc(NN=Nc2cccc([N+](=O)[O-])c2)cc([N+](=O)[O-])c1
 : 10 | 2 | -5 | -22 | 2 | 11 | -0.9 | -10 | -9 | -1
O=P(C(Cl)Cl)(N1CCOCC1)N1CCOCC1
 : 21 | -2 | -2 | 0 | 5 | 13 | -0.8 | -2 | -23 | 4
Cc1ccc(S(=O)(=O)Oc2ccccc2/C=N/O)cc1
 : 28 | 4 | -2 | 0 | 0 | -2 | 0.6 | -5 | -1 | ·
CCCOc1ccc(/C=C/C(=O)OCC(=O)N(C)c2c(N)n(Cc3ccccc3)c(=O)[nH]c2=O)cc1OCC
 : · | · | -1 | 1 | 2 | 10 | 3.0 | 1 | 5 | -6
CCN(C(=O)CSc1nc2ccccc2o1)C1CCS(=O)(=O)C1 (centres undefined)
 : · | · | · | -3 | 6 | 4 | · | 0 | · | 0
CC1CN(C(=S)Nc2ccc(F)cc2F)CC(C)O1 (centres undefined)
 : 6 | -1 | 1 | 1 | 6 | -9 | 8.8 | 1 | 10 | -14
COC(=O)c1ccc(CNC(=O)/C=C/c2cc([N+](=O)[O-])ccc2OC(F)F)cc1
 : 23 | 2 | -4 | -11 | 17 | 9 | 2.5 | 0 | 1 | -5
CSc1ccc(-c2c(C#N)c(N)nc3c2c(C)nn3-c2ccccc2)cc1
 : 15 | -1 | 6 | 3 | -21 | -12 | 2.0 | -14 | -8 | -12
COC(=O)c1ccc2nc(-c3ccc(S(C)(=O)=O)cc3)cn2c1
 : -1 | -1 | -1 | -12 | 8 | -30 | -0.6 | 1 | -6 | -8
Cc1ccccc1NS(=O)(=O)c1cc2c3c(c1)CC(=O)N3CCC2
 : -20 | 1 | -2 | -1 | 2 | 12 | 0.5 | -10 | -3 | -3
[2H]c1c([2H])c([2H])c(C(=O)c2sc(N3CCCCCC3)nc2-c2ccccc2)c([2H])c1[2H]
 : 17 | 2 | 0 | -18 | 11 | 15 | 0.6 | -3 | 3 | -4
O=C(CCC(=O)n1ncc2ccccc21)N1CCCCC1
 : 2 | -7 | -7 | 7 | 0 | 0 | 0.0 | 5 | -1 | -10
CC(=O)c1ccccc1NC(=O)CSCc1nc2sc(C)c(C)c2c(=O)[nH]1
 : · | · | -5 | 2 | -4 | 3 | 0.5 | · | 3 | -1
O=C(NC1CC1)c1ccc(-c2nc3ccccc3s2)s1
 : 3 | 2 | -1 | -27 | 3 | 9 | 0.0 | -2 | -18 | -8
COc1cc2c(cc1Cl)/C(=C\CCN(C)C)c1ccccc1S2
 : -5 | -3 | -7 | -9 | 21 | 0 | -2.9 | -4 | -15 | 13
COC(=O)CCC(=O)Nc1ccc(OC)cc1
 : 16 | 4 | -1 | 0 | 13 | 3 | 0.2 | -1 | -20 | -6
